AmpC inh no detg – qHTS Inhibitors of AmpC Beta-Lactamase (assay without detergent). P00811. AmpC nitrocefin hydrolysis, absorbance 480 nm, 0.0001% Triton. Potency, µM (series often up to 57.1 µM), inactives show top-dose activity change, negative = inhibition, most hits filed as inhibitors. 330,000 tested, 0.52% active;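 note: potency is the fitted concentration of half-maximal effect; plate controls were no compound for no effect and no enzyme for full effect; nearly all actives have a fitted effect of over 20% in size; some results filed as inactive show a strong effect at the top dose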
Target sequence (P00811 whole entry, looked up): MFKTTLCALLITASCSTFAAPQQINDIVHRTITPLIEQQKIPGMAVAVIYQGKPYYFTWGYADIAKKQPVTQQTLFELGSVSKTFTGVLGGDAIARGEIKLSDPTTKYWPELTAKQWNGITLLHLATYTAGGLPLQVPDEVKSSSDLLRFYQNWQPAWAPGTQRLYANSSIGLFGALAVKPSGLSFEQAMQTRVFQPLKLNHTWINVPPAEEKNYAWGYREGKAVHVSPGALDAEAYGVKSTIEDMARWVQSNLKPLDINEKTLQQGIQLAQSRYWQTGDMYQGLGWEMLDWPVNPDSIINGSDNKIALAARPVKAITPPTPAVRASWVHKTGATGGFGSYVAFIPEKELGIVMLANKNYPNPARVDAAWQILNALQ
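AmpC (5.3 nM in the dispensed reagent) in 20 mM phosphate pH 7.0 with 0.01% (detergent screen) or 0.0001% Triton X-100 was preincubated with compounds for 15 min at room temperature. Nitrocefin was then added from an 800 uM solution, and hydrolysis was followed at 480 nm.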
TbPYK inhibitor – qHTS of Trypanosoma Brucei Inhibitors | TbPYK enzyme, Kinase-Glo Plus ATP luminescence, 45 min | pyruvate kinase (Trypanosoma brucei), Q57TT1 | Potency, µM (highest dose often 76.8 µM), for the others: top-dose activity, negative = inhibition, hits mostly inhibitors | 410,000 tested, 0.12% active; note: potency is the fitted concentration of half-maximal effect; nearly all actives have a fitted effect of over 50% in size
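ADP (130 uM final) triggers the TbPYK reaction after compound addition; incubation is 45 min at room temperature. Kinase-Glo Plus is then added and luminescence imaged. Normalized data are fitted to concentration-effect curves.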
HCV inhibitor – qHTS Assay for Inhibitors of Hepatitis C Virus (HCV); Potency, µM (highest dose often 41.8 µM), for the others: at the highest dose activity change, negative = inhibition, actives largely listed as inhibitors; AID 651820, 2012; Huh7.5.1 HCVcc-Cre infection, luciferase reporter, 44 h; 340,000 tested, 3.4% active; note: potency is the fitted concentration of half-maximal effect
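Compounds are dispensed onto cells plated 4 h earlier at 1,000 per well, with HCVcc-Cre virus (about 0.5 moi) added next. Following 44 h of culture, luminescent signal is measured for 15 sec after 15 min with substrate at room temperature.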
HCMV inh – qHTS Assay for inhibitors of the human cytomegalovirus (HCMV) | 410,000 tested, 4.5% active | AID 1259415, 2018 | activity change, negative = inhibition, % at 57.5 µM | HFF cells, HCMV-luciferase reporter, 72 h; active compounds read low; in the data active = activity change below about -60%; inconclusive = no clear call, values can overlap the other calls; inactive = above about -39%
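Cell-based, HFFs, 1000 cells/well, 16 h 37C; cpds in DMSO + HCMV-luc, MOI 1 PFU/cell; 72 h 37C; OneGlo luminescence after 5 min RT; norm. to buffer vs Salinomycin 10uM.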
LmPK inh – qHTS Assay for Inhibitors of Leishmania Mexicana Pyruvate Kinase (LmPK); Q27686; purified LmPK, Kinase-Glo ATP luminescence, 1 h; Potency, µM (top dose mostly 57.5 µM), for inactives: top-dose activity change, negative = inhibition, usual class: inhibitors; 290,000 tested, 0.37% active; note: potency is the fitted concentration of half-maximal effect
Target sequence (Q27686 whole entry, looked up): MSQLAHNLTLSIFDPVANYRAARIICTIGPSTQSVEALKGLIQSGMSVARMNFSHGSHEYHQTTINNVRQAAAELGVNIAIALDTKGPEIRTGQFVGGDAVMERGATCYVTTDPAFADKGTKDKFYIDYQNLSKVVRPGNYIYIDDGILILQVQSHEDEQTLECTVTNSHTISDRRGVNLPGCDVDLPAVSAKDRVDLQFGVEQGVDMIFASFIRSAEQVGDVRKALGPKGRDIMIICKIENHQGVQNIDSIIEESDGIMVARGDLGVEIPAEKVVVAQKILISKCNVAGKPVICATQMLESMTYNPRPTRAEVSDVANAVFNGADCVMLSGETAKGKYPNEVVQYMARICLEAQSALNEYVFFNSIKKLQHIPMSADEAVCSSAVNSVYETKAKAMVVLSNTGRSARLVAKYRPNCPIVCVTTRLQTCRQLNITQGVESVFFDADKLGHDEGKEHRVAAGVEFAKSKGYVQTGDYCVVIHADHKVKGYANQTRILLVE
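Purified LmPK (0.1 nM) converted ADP (0.1 mM) to ATP with PEP (0.5 mM) in imidazole buffer pH 7.2 with KCl and MgCl2, 1 h at room temperature. ATP was read by Kinase-Glo luminescence; data normalized to uninhibited and no-enzyme controls.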
AmpC detergent – qHTS Inhibitors of AmpC Beta-Lactamase (assay with detergent); AID 485294, 2010; P00811; 370,000 tested, 0.041% active; Potency, µM (doses to about 114 µM), for inactives: at the highest dose activity change, negative = inhibition, most hits filed as inhibitors; AmpC hydrolysis of nitrocefin, absorbance 480 nm, 0.01% Triton;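 note: potency is the fitted concentration of half-maximal effect; 0% = no-compound wells and -100% = no-enzyme wells; nearly all actives have a fitted effect of over 25% in size; some results filed as inactive show a strong effect at the top dose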
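AmpC (5.3 nM in the dispensed reagent) in 20 mM phosphate pH 7.0 with 0.01% (detergent screen) or 0.0001% Triton X-100 was preincubated with compounds for 15 min at room temperature. Nitrocefin was then added from an 800 uM solution, and hydrolysis was followed at 480 nm.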
AMA1-RON2 inh – qHTS for Inhibitors of AMA1-RON; Towards Development of Antimalarial Drug Lead: Primary Screen; Plasmodium falciparum AMA1 (3D7) - RON2 peptide interaction; AlphaScreen AMA1-biotinylated RON2 peptide binding; Potency, µM (series often up to 58.2 µM), for inactives: at the highest dose activity change, negative = inhibition, usual class: inhibitors; 360,000 tested, 0.2% active; AID 720542, 2013;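 note: potency is the fitted concentration of half-maximal effect; 0% = vehicle wells and -100% = peptide control; nearly all actives have a fitted effect of over 45% in size; some results filed as inactive show a strong effect at the top dose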
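AMA1 (3D7) with his tag at 25 nM final met compounds first, then biotinylated RON2 peptide at 25 nM; detection used donor plus acceptor beads, 10 µg/mL apiece, read by AlphaScreen after 30 min at room temperature.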
* marks the source's active call; other numbers are inactive results; ? = inconclusive; / = not tested or not shown; & = joins results of further samples; [ ] = dose if it differs, or a comment. Unless noted, calls come from the whole dose curve; as a rule, active = well fitted curve in the direction sought with a large enough effect; inconclusive = small, poorly fitted or top-dose-only effect, or another doubt; inactive = no such curve, though single readings can be large; an effect the other way counts as inactive or inconclusive. Unless noted, % is set by controls: 0 for no effect and ±100 for the full control effect. Rows were taken by chance; overall some 7.5% were active at least once.

SMILES	AmpC inh no detg	TbPYK inhibitor	HCV inhibitor	HCMV inh	LmPK inh	AmpC detergent	AMA1-RON2 inh
O=C(O)CCC(=O)Nc1ccc(C(=O)OCC(=O)c2ccc(Cl)cc2Cl)cc1	-30%	4%	5%	-24	-2%	5%	-7%
O=C(NCCN1CCOCC1)c1cc(-c2ccc(Cl)cc2)on1	-1%	-3%	-20%	-6	0%	3%	2%
CC(C)(C)NC(=O)C(c1cccs1)N(Cc1ccc(F)cc1)C(=O)c1csnn1 (stereo not drawn)	54%	3%	-11%	2	8%	1%	4%
Cc1ccc(NC(=O)CCN2C(=O)NC(C)(C)C2=O)cc1F	14%	-5%	-22%	46	/	?	2%
O=C(CSc1ccc2nnc(CCNC(=O)c3ccc(F)cc3)n2n1)NCc1ccco1	4%	0%	20%	21	1%	-9%	-9%
COc1ccc(N2CCN(C(=O)COCC(=O)O)CC2)cc1	-7%[2.29 µM]	-11%	7%	-9	1%	-8%	15%
CC(OC(=O)C1CCN(S(=O)(=O)c2ccc(Cl)cc2)CC1)C(=O)NC1CCCCC1C (stereo not drawn)	149%[activator]	3%	-9%	15	2%	-1%	-13%
O=C(Nc1cc(Cl)ccc1-n1cncn1)c1ccco1	/	8%	-15%	33	/	/	15%
CN(C)CCN(C(=O)c1cccs1)c1nc2cc3c(cc2s1)OCCO3	-6%	4%	17%	133	3%	-9%	-25%
CC1CCCCC1NC(=O)c1ccc(S(=O)(=O)NNC(=O)c2ccncc2)cc1 (stereo not drawn)	-25%	-10%	3%	19	2%	-4%	9%
CCN1CCN(c2ncc(C(=O)N3CCCc4ccccc43)c3ccccc23)CC1	108%[activator]	1%	?	-29	2%	2%	-7%
CN(Cc1ccccc1F)C(=O)c1cccc(NC(=O)CC2SC(N3CCCCC3)=NC2=O)c1 (stereo not drawn)	/	-1%	?	?	/	/	-6%
CCC(C)(C)n1nnnc1CN(Cc1cccs1)Cc1cc2cc(OC)ccc2[nH]c1=O	31%	-12%	-3%	?	2%	-1%	-2%
O=C(COc1ccc(Cl)cc1Br)Nc1nnc(C2CC2)s1	-47%	8%	13%	2	/	?	-9%
O=C1C=C(c2ccc(CO)cc2)C[C@@H](c2ccc(F)cc2)C1	/	-1%	/	7	/	/	1%
Cc1cccnc1NC(=O)C1c2ccccc2Oc2ccccc21	-8%	-1%	2%	3	0%	0%	-5%
COC(=O)c1cc(C)nc(Sc2ccccc2N)n1	-5%	8.9µM*	?	21	22%	10%	87%[activator]
Nc1c(C(=O)c2ccccc2)sc2nsc(SCCN3CCCC3)c12	47%	-2%	?	-91*	-5%	-3%	-16%
OCCN1CCN(c2ncnc3c2cnn3-c2cccc(Cl)c2)CC1	/	-4%	/	61	/	-4%	/
CCOc1cc(CNC(=O)NC2COc3ccccc3C2)cc(OCC)c1OCC (stereo not drawn)	/	-3%	/	55	/	19%	/
NC(=O)c1cn(C2OC(CO)C(O)C2O)c2ncnc(N)c12 (stereo not drawn)	-6%	3%&1%	?	-97*	0%	1%	20%&-5%
CC(NCC(O)COC1CCC(C(C)(C)C)CC1)c1ccccc1 (stereo not drawn)	75%[activator]	-2%	?	?	11%	?	-3%
CCCCn1c(N)c(N(CCOC)C(=O)C2CC(=O)N(Cc3ccco3)C2)c(=O)[nH]c1=O (stereo not drawn)	-16%	-4%	20%	-15	/	1%	8%
CCN(CC)CCN1C(=O)C(=O)/C(=C(/O)c2cnn(-c3ccccc3)c2C)C1c1cccnc1 (stereo not drawn)	-18%	0%	2%	-27	-3%	?	14%
O=C(O)c1cc2ccccc2c(=O)s1	-8%	-4%	?	8	-9%	-5%	-2%

Other entries:
SMILES	AmpC inh no detg	TbPYK inhibitor	HCV inhibitor	HCMV inh	LmPK inh	AmpC detergent	AMA1-RON2 inh
CC(C)=CCc1c(O)cc2c(=O)c3ccc(O)cc3oc2c1O	/	4%	?	3	/	/	-16%
Cc1onc(-c2c(Cl)cccc2Cl)c1C(=O)c1ccccc1	51%[activator]	0%	-5%	-10	5%	1%	-3%
CN1CCN(C(=O)c2cccc(NS(=O)(=O)c3ccc(Br)cc3)c2)CC1	-20%	-1%	-23%	-5	/	3%	-9%
CCOc1ccccc1NC(=O)CNC(=O)Cc1ccccc1	-11%	1%	-4%	?	0%	1%	0%
O=C(Cn1ncc(Cl)c(Cl)c1=O)N1CCN(Cc2ccccc2)CC1	1%[11.4 µM]	1%	3.5µM*	-83*	10%	-11%	-9%
CCOc1cc(CNn2cnnc2)ccc1OCC(=O)NC1CCCCC1	3%	-11%	-5%	11	1%	?	6%
Cc1ccccc1N(CC(=O)N1CCN(Cc2ccccc2)CC1)S(C)(=O)=O	/	4%	/	-22	/	/	?
CN(C)c1ccc(CNC(=O)CN2C(=O)CCn3nc(-c4cn(C)c5ccccc45)cc32)cc1	/	-4%	/	17	/	22%	/
CCC(C)N=C1Sc2nc3ccc(C)cc3cc2CN1CCOC (stereo not drawn)	23%	?	-27%	-9	13%	10%	39%[activator]
Nc1ccc(/C=C/c2ccc3ncccc3c2)cc1	-16%	0%	?	61	-14%	8%	-2%
COCc1nnc(NC(=O)c2ccc(S(=O)(=O)N3CCOCC3)cc2)o1	1%	6%	18%	21	4%	-6%	21%
CCCc1nn(C)c(C(=O)Nc2cccc(Cl)c2)c1Cl	-19%	-5%	?	-64*	-2%	-8%	19%
COc1ccc(N(CC(=O)NCC2CCCO2)S(=O)(=O)c2ccccc2)cc1OC (stereo not drawn)	-1%	-4%	10%	42	4%	0%	-3%
Oc1ccccc1-n1c(-c2ccccc2)ccc1-c1ccccc1	-44%	2%	?	-76*	4%	-1%	-19%
O=C(CCc1ccc(O)c(O)c1)NNC(=S)Nc1ccc(Br)cc1Cl	-31%	-10%	?	?	4%	3%	99%[activator]
CC(OC(=O)c1oc2ccccc2c1CSC1CCCCC1)C(=O)NC(N)=O (stereo not drawn)	-49%	-3%	14%	?	0%	-4%	0%
Cc1ccc(-c2nc3ncccn3c2NC(=O)C2CC2)cc1	83%[activator]	-1%	-8%	12	7%	-3%	1%
C#CCNC(=O)C1=C[C@H](c2cn(C(C)=O)c3ccccc23)C[C@H](OCc2ccc(CO)cc2)O1	174%[activator]	-6%	?	54	8%	-7%	-11%
CCC(C)C(NC(=O)c1ccccc1NC(=O)c1ccco1)C(=O)O (stereo not drawn)	-13%	1%	8%	-9	3%	-12%	11%
Cc1cc(C)cc(NC(=S)NCc2ccc(S(N)(=O)=O)cc2)c1	-26%	0%	-17%	-33	-1%	-4%	-8%
C=CCNC(=O)c1ccc(-c2nc(-c3ccccc3)cs2)cc1	-19%	/	?	39	-4%	-1%	-9%
Cn1c(=O)c2c(nc(SCCN3CCCCC3)n2Cc2ccc(Cl)cc2)n(C)c1=O	84%[activator]	-20%	35µM*	-95*	4%	-1%	-5%
COc1ccc(-c2cc(C(=O)N/N=C(\C)c3cccnc3)c3ccccc3n2)cc1	-8%	9%	/	47	-2%	-7%	12%
COCc1cc(C)nc(SCC(=O)Nc2ccc(N3CCOCC3)cc2)c1C#N	-2%	-6%	/	47	6%	-1%	5%
CCC(C)c1ccc(OCc2ccc(C(=O)O)o2)cc1 (stereo not drawn)	-20%	-1%	20%	127	-1%	-2%	-12%
CCOC(=O)C1(C)CCCCN1C(=O)c1cccc(Cl)c1 (stereo not drawn)	/	3%	/	2	/	/	13%
Cc1coc2cc3oc(=O)c(CCC(=O)N4C[C@H]5C[C@@H](C4)c4cccc(=O)n4C5)c(C)c3cc12	321%[activator]	-2%	-12%	-5	-9%	1%	-7%
COc1ccc(OC)c(C=NNC(=O)c2ccc(NS(=O)(=O)c3cccs3)cc2)c1	-33%	1%	?	75	/	/	-13%
CC(NC(=O)c1cccc(S(=O)(=O)N2CCCCCC2)c1)c1ccccc1 (stereo not drawn)	-19%	3%	?	-35	/	-21%	-1%

10 neighbouring entries already listed, quoted:
SMILES	AmpC inh no detg	TbPYK inhibitor	HCV inhibitor	HCMV inh	LmPK inh	AmpC detergent	AMA1-RON2 inh
CC(C)=CCc1c(O)cc2c(=O)c3ccc(O)cc3oc2c1O	/	4%	?	3	/	/	-16%
Cc1onc(-c2c(Cl)cccc2Cl)c1C(=O)c1ccccc1	51%[activator]	0%	-5%	-10	5%	1%	-3%
CN1CCN(C(=O)c2cccc(NS(=O)(=O)c3ccc(Br)cc3)c2)CC1	-20%	-1%	-23%	-5	/	3%	-9%
CCOc1ccccc1NC(=O)CNC(=O)Cc1ccccc1	-11%	1%	-4%	?	0%	1%	0%
O=C(Cn1ncc(Cl)c(Cl)c1=O)N1CCN(Cc2ccccc2)CC1	1%[11.4 µM]	1%	3.5µM*	-83*	10%	-11%	-9%
CCOc1cc(CNn2cnnc2)ccc1OCC(=O)NC1CCCCC1	3%	-11%	-5%	11	1%	?	6%
Cc1ccccc1N(CC(=O)N1CCN(Cc2ccccc2)CC1)S(C)(=O)=O	/	4%	/	-22	/	/	?
CN(C)c1ccc(CNC(=O)CN2C(=O)CCn3nc(-c4cn(C)c5ccccc45)cc32)cc1	/	-4%	/	17	/	22%	/
CCC(C)N=C1Sc2nc3ccc(C)cc3cc2CN1CCOC (stereo not drawn)	23%	?	-27%	-9	13%	10%	39%[activator]
Nc1ccc(/C=C/c2ccc3ncccc3c2)cc1	-16%	0%	?	61	-14%	8%	-2%

Screens deposited in PubChem by National Center for Advancing Translational Sciences (NCATS).
